FEN1 inh: human FEN1 inhibition | P39748 | Recombinant FEN1 flap cleavage, fluorescence, 15 min | Potency, µM (titrated, usually from 114 µM), for the others: at the top dose activity change, negative = inhibition, actives largely listed as inhibitors | hit rate 0.35% among 390,000 | AID 588795; further: nearly all actives have a fitted effect of over 65% in size
Target sequence (P39748 whole entry, looked up): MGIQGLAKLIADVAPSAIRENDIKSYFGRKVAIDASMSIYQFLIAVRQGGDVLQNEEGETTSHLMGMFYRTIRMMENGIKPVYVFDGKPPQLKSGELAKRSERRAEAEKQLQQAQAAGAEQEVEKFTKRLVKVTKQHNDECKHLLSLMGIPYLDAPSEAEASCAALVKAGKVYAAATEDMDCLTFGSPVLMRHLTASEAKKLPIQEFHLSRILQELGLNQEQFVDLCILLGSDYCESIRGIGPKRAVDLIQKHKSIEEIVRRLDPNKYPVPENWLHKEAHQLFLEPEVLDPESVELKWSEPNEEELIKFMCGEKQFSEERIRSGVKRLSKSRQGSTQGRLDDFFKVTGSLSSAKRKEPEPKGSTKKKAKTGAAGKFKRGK
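FEN1 at 10 nM preincubated with compounds 15 min at room temperature, then flap DNA substrate added at 50 nM final. Signal read at 0 and 15 min; concentration-response fitted with four-parameter Hill equation.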
TDP1 cell CPT: DT40-hTDP1 cell growth loss with CPT; hit rate 12% among 420,000; AID 686979; chicken DT40 Tdp1-/-;hTDP1 cells + 20 nM CPT, ATP luminescence, 48 h; Potency, µM (doses to about 46.2 µM), for the others: top-dose activity change, negative = growth inhibition, actives largely listed as inhibitors; further: nearly all actives have a fitted effect of over 55% in size
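Chicken DT40 Tdp1-/- cells stably complemented with human TDP1 were seeded at 400 cells/well in medium containing 20 nM camptothecin, exposed to pin-transferred compounds, and grown at 37 °C for at least 48 hr. Viability was read as ATP luminescence.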
N370S GC mod: N370S glucocerebrosidase modulation, Gaucher chaperone candidate. N370S GC spleen homogenate, 4MU-glucoside fluorescence. Potency, µM (series often up to 59.4 µM), inactives show at the top dose activity change, negative = inhibition, hits mostly inhibitors. P04062. hit rate 0.092% among 330,000;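 further: 0% = full enzyme activity and -100% = no enzyme basal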
Active calls of the source: *; ? = inconclusive; · = not tested or not shown; & = joins results of further samples. The call rests on the fitted dose curve; in most records, active means well fitted curve in the direction sought with a large enough effect; inconclusive means small, poorly fitted or top-dose-only effect, or another doubt; inactive means no such curve, though single readings can be large; an effect the other way counts as inactive or inconclusive. Unless noted, on the % scale 0 is the no-effect control and ±100 the full control effect; potency means the concentration at half of the fitted maximal effect. The list is partial; rates above refer to the full screens.

| Molecule | FEN1 inh | TDP1 cell CPT | N370S GC mod |
| --- | --- | --- | --- |
| Cc1ccc(CNC(=O)c2cc(-c3ccccc3C)n(CC3CC(c4cccc([N+](=O)[O-])c4)=NO3)n2)cc1 (stereo unspecified) | -12% | ? | -1% |
| Cc1ccc(-c2[nH]nc(N)c2N=Nc2ccccc2C)cc1 | -18% | ? | 1% |
| c1ccc(CNc2nc(-c3cccnc3)nc3ccccc23)cc1 | -11% | ? | ? |
| O=C(c1ccc(Cl)cc1)n1nc(-c2ccccc2)nc1NCc1ccco1 | -20% | -1% | · |
| COc1ccc(CNC(=O)C2CCN(S(=O)(=O)c3cccc(-c4noc(C)n4)c3)CC2)cc1 | 5% | 23µM* | · |
| O=C(Nc1ccccc1)/C(=C/c1cccnc1)NC(=O)c1ccccc1 | 19% | 16% | 12% |
| O=C(C1=C[C@@H](C2CC2)C[C@@H](OCCCCO)O1)N1CCN(Cc2ccccc2)CC1 | 4% | -1% | -19% |
| O=C(Cn1ccc2ccccc2c1=O)NCCC(=O)NC1CCN(Cc2ccccc2)CC1 | 10% | -13% | 0% |
| C/C(=N\NC(N)=O)c1ccc(Cl)cc1 | -2% | -1% | -2% |
| N#Cc1ccccc1Cn1c(=O)n(CCC(=O)NCc2ccco2)c(=O)c2ccccc21 | 1% | 2% | 6% |
| O=S(=O)(Nc1ncccn1)c1cc(Cl)ccc1Cl | 4% | 17% | 0% |
| O=C(CNC(=O)c1ccc(N2C(=O)c3ccccc3C2=O)cc1)OCC(=O)c1ccccc1 | 2% | -26% | 2% |

Reprinted from the part before: 6 entries, followed by the next part.
| Molecule | FEN1 inh | TDP1 cell CPT | N370S GC mod |
| --- | --- | --- | --- |
| O=C(C1=C[C@@H](C2CC2)C[C@@H](OCCCCO)O1)N1CCN(Cc2ccccc2)CC1 | 4% | -1% | -19% |
| O=C(Cn1ccc2ccccc2c1=O)NCCC(=O)NC1CCN(Cc2ccccc2)CC1 | 10% | -13% | 0% |
| C/C(=N\NC(N)=O)c1ccc(Cl)cc1 | -2% | -1% | -2% |
| N#Cc1ccccc1Cn1c(=O)n(CCC(=O)NCc2ccco2)c(=O)c2ccccc21 | 1% | 2% | 6% |
| O=S(=O)(Nc1ncccn1)c1cc(Cl)ccc1Cl | 4% | 17% | 0% |
| O=C(CNC(=O)c1ccc(N2C(=O)c3ccccc3C2=O)cc1)OCC(=O)c1ccccc1 | 2% | -26% | 2% |
| COc1ccc2sc(-c3ccccc3OC)c(-c3ccc4c(c3)OCCO4)c2c1 | -12% | ? | · |
| CCC(C)NC(=O)COc1ccc(OCc2ccccc2)cc1 (stereo unspecified) | 1% | ? | 1% |
| Cc1ccc(S(=O)(=O)c2cn(CC(=O)Nc3ccc(F)cc3)c3cc4c(cc3c2=O)OCO4)cc1 | 8% | -2% | · |
| COc1cc(C(=O)Nc2cc(-c3ccccc3)[nH]n2)cc(OC)c1OC | 5% | ? | -8% |
| COc1ccccc1OCCC(=O)OCC(=O)NCc1ccc(Cl)cc1 | 2% | 6% | 7% |
| N=C1C(c2nc(-c3ccc(F)cc3)cs2)=C(O)CN1CCCN1CCOCC1 | 2% | ? | 8% |
| C[C@H]1COC(=O)[C@@H](Cc2ccc(F)cc2)C/C=C\C[C@H](CC(=O)NCCO)C(=O)N1 | 3% | -20% | · |
| CCOC(=O)CSc1nc2sc3c(c2c(=O)n1-c1ccccc1)CCN(C(C)C)C3 | 8% | -7% | -14% |
| Cc1ccc(CC2SC(N=C(N)N)=NC2=O)cc1 (stereo unspecified) | 6% | 9% | -3% |
| CCOC(=O)N1CCN(C(=O)/C=C/c2c(C)nn(-c3ccc(F)cc3)c2Cl)CC1 | -2% | ? | -2% |
| COc1ccnc(Oc2ccc(F)cc2)c1C(=O)N/C=N/OCc1ccc(Cl)cc1Cl | -16% | -8% | -2% |
| C#CCOCCOCCOCCNc1nc(N2CCN(C(=O)C([C@@H](C)O)n3cc([C@@H](N)CCCCN)nn3)CC2)nc(N2CCN(C(=O)[C@H](CCC(=O)O)n3cc([C@@H](N)[C@H](C)CC)nn3)CC2)n1 (stereo partly specified) | -1% | 22% | · |
| CC(C)(C)OC(=O)N1CCC(CC2CC(c3cccc(Br)c3)=NO2)(C(=O)O)CC1 (stereo unspecified) | -5% | -11% | -6% |
| CCOC(=O)c1cccc(NC(=O)C2Cc3ccccc3N2C(=O)c2ccccc2)c1 (stereo unspecified) | 6% | -25% | · |
| COCCNC(=S)N(C)C1(c2ccccc2Cl)CCCCC1=O (stereo unspecified) | 1% | 13% | 1% |
| COc1ccc(C(=O)Oc2cc(C)c(CN3CCOCC3)cc2C)cc1OC | -8% | 3% | -1% |
| Cc1noc(C)c1CNCc1ccccc1 | 2% | -24% | -7% |
| COc1ccc(-c2noc(-c3cccc(Cl)c3)n2)cc1OC | 6% | -6% | ? |
| COc1ccc(CN2CCNC(=O)C2CC(=O)NC2CCCCCC2)c(C)c1C (stereo unspecified) | 0% | -23% | -4% |
| Cn1c(CCNC(=O)c2ccccc2F)nnc1SCC(=O)Nc1nncs1 | 3% | 6% | 2% |
| C=CCn1c2ccccc2c(=O)c2cc(C#CC3(O)CCCCC3)ccc21 | -20% | 16µM* | ? |
| O=C(CCCCCCCC(=O)NCC1CCCO1)NCC1CCCO1 (stereo unspecified) | 9% | 2% | 5% |
| Cc1csc2c(N3CCCCC3)ncnc12 | -12% | -16% | 0% |
| Cc1ccccc1OCCCCc1c(C)n[nH]c1C | -18% | ? | 2% |
| Cc1ccc(C2N(C)C(=O)c3ccccc3N2C)cc1 (stereo unspecified) | 5% | -12% | ? |
| COCc1cc(C)nc(SCC(=O)Oc2ccccc2)c1C#N | -2% | -13% | 29% |
| Cc1oc2cc3oc(=O)cc(C)c3cc2c1C | 0% | -18% | 11% |
| Cc1nnc(NCc2n[nH]c(=O)c3ccccc23)c2ccccc12 | 4% | 5.8µM* | -4% |
| CCN(Cc1nc2ccccc2c(=O)[nH]1)Cc1nc2cc(OC)c(OC)cc2c(=O)[nH]1 | -1% | -7% | 11% |
| CCN(CC)CC(=O)Nc1sc(C)cc1C(=O)c1ccccc1 | -9% | ? | -4% |
| CCN(C(=O)c1cc2cccc(OC)c2oc1=O)c1ccccc1 | 1% | 2% | 7% |
| C=C(C)CSc1nc2sc3c(c2c(=O)n1C1CCCCC1)CCN(C)C3 | 9% | 5.8µM* | 6% |
| O=C(Nc1ccccc1)c1oc2ccccc2c1NC(=O)C1CC1 | 8% | ? | 4% |
| CCCC(=O)Oc1ccc2c(C)cc(=O)oc2c1 | -11% | -4% | ? |
| Cc1ccccc1CN1C(=O)c2ccccc2S(=O)c2ccc(C(=O)NCc3ccco3)cc21 (stereo unspecified) | 8% | ? | · |
| CCOC(=O)c1sc(NC(=O)c2sc(C)nc2C)nc1C | -10% | -2% | 1% |
| O=C(CCCCCCCCC(=O)N/N=C/c1ccco1)N/N=C/c1ccco1 | 0% | -8% | -15% |
| CN1CCN(c2nc(-c3ccncc3)nc3ccccc23)CC1 | -23% | ? | -6% |
| COc1ccc(-c2cc(C(F)(F)F)n3nc(-c4ccc(Cl)cc4)cc3n2)cc1OC | 16% | -26% | · |
| C=CC[C@H](CC(=O)NCCO)C(=O)NC[C@H](OC(=O)[C@@H](CC=C)Cc1ccc(F)cc1)c1ccccc1 | 3% | ? | · |
| Cc1ccc(C)c(N2CCN(S(=O)(=O)c3c(C)[nH]c(C)c3C(=O)N3CCCCC3)CC2)c1 | 12% | ? | 8% |
| Cc1ccc(C)c(S(=O)(=O)c2nnn3c2nc(N2CCCCC2)c2sccc23)c1 | -11% | ? | · |
| CCCc1nnc(SCC(=O)N2CCCC2)n1CC1CCCO1 (stereo unspecified) | -2% | 2% | 3% |
| COc1cc2c(cc1OC)C(=O)N(C)CC2 | 17% | -8%&7% | 10%&-15% |
| Cc1cccc(OCC(=O)Nc2ncn[nH]2)c1C | 2% | -2% | 13% |
| Cc1ncc(CO)c2cc(-c3nnc(Nc4ccc5c(c4)OCO5)s3)c(=O)oc12 | -10% | -22% | 11% |
| CC(C)OC(=O)c1nnn(-c2nonc2N)c1CSc1ccccn1 | -5% | -28% | 6% |
| CC(C)N(Cc1ccccc1)C(=O)COC(=O)/C=C/c1cnc2ccccc2n1 | -12% | 6% | -2% |
| COc1ccc(Cn2c(C)nnc2-c2cnn(C)c2N)cc1 | 2% | 0% | 5% |
| Cc1cccc(OCC(O)CN2CCNCC2)c1 (stereo unspecified) | 17% | -22% | 2% |
| COc1ccc(/C=C/C(=O)Nc2nc3n(n2)C(c2ccc(F)cc2)C=C(c2ccccc2)N3)cc1 (stereo unspecified) | -15% | 5.2µM* | · |
| COC(=O)c1ccc(N=C2SCC(=O)N2C)cc1 | -11% | -19% | 1% |
| CC(C)(C)NC(=O)CSc1nc(N)c(NC(=O)c2ccccc2F)c(=O)[nH]1 | -10% | 11% | -4% |
| CC(=O)N1CC(=O)N=C1SCC(=O)Nc1nc(C)c(-c2ccccc2)s1 | -4% | 2.9µM* | -20% |
| O=[N+]([O-])c1ccc(C2=CSC3=NCCN23)cc1 | 4% | -2% | · |
| COc1ccc2[nH]c(=O)c(CN(C(=O)c3cccnc3)c3ccccc3)cc2c1 | -2% | -20% | 2% |
| COc1ccc(C(=O)Nc2ccc(S(=O)(=O)Nc3nccnc3OC)cc2)cc1 | -2% | ? | · |
| COc1cccc(OCC(=O)NNC(=O)C(=O)Nc2cccc(C)c2)c1 | 10% | ? | -3% |
| COc1cc(CN2CCN(Cc3ccc4cc(F)ccc4n3)CC2CCO)cc(OC)c1 (stereo unspecified) | 0% | 8% | -7% |
| CCOC(=O)c1cnc(-n2nc(C)cc2C)[nH]c1=O | -2% | ? | 4% |

Additional compounds follow:
mol | FEN1 inh | TDP1 cell CPT | N370S GC mod
Oc1c(Br)cc(Br)cc1C=Nc1ccc2c(c1)OCO2 | -6% | 13% | -3%
Cc1cc(Br)ccc1NC(=O)CN(C)C(=O)CNC(=O)Cc1ccccc1 | -10% | ? | ·
Cc1ccc2[nH]c3c(c2c1)CN(C(C)C)CC3 | -6% | ? | -6%
Cc1ccc(NC(=O)C(C)N2C(=O)c3ccccc3S2(=O)=O)cc1Cl (stereo unspecified) | 9% | -11% | -4%
O=C(NNC(=O)C1CCC1)c1ccc(Br)cc1 | 13% | 10% | -10%
COc1cc2[nH]c(=S)n(Cc3ccccc3)c(=O)c2cc1OC | -2% | ? | ?
O=C(CSc1nnc2n(C3CCCCC3)c(=O)c3ccccc3n12)OC1CCCCC1 | 0% | ? | -9%
Cc1ccccc1-c1nnn(Cc2ccc(-c3nn[nH]n3)cc2)n1 | -4% | 2% | 9%
COc1ccccc1NC(=S)N(CCN1CCOCC1)Cc1ccccc1F | 3% | -1% | 1%
CC1CCN(C(=O)CNS(=O)(=O)c2ccc(Br)s2)CC1 | 0% | -23% | 2%
Cc1cc(C(F)F)n2nc(C(=O)Nc3c(F)cc(F)cc3Br)nc2n1 | 2% | -16% | -5%
COCCSc1ccccc1C(=O)N1CCC(Cc2ccccc2)CC1 | 11% | ? | 6%
O=C(N/N=C/c1ccc[nH]1)c1cccc(Br)c1 | -6% | ? | -21%
COc1cc(C2c3cc4c(cc3CC3COC(=O)N32)OCO4)cc(OC)c1OC (stereo unspecified) | 9% | 0.82µM* | ·
OCCCCNCc1cc(Br)ccc1OCc1ccccc1F | 0% | ? | -2%
Cc1ccc(C)c(Nc2nn3c(=O)c4ccc(C(=O)N(C)Cc5ccccc5)cc4nc3s2)c1 | -1% | 9.2µM* | ·
CCCn1c(O)c(N=N)c2ccccc21 | 1% | -22% | 1%
COC(=O)[C@H](CCSC)NC(=O)Nc1ccc(C(C)=O)cc1 | -7% | 1% | 1%
COc1ccccc1Cc1nc2ccccc2nc1SCC(=O)NCc1ccccc1Cl | 15% | ? | ·
Cc1ccc2nc(-c3ccc(C)o3)c(Nc3ccc(Cl)cc3)n2c1 | 8% | ? | ·
CCOC(=O)c1ccc(NC(=S)N(CCCN2CCCCC2)Cc2ccco2)cc1 | -2% | -10% | -14%
NS(=O)(=O)c1ccc(CNC(=O)CSc2nc3ccc(Cl)cc3[nH]2)cc1 | 8% | 15% | -4%
Cc1ccc(C)c(N2CCN(C(=O)C3CCN(S(=O)(=O)c4cccc5nsnc45)CC3)CC2)c1 | 1% | 18µM* | -7%
Cc1cccc(-n2ncc(C#N)c2-n2cccc2)c1 | 16% | ? | 9%
Cc1cc(-c2nc3ncccc3o2)ccc1NC(=O)c1ccc(Cl)cc1 | 18% | -21% | ·
COc1ccc2oc(C(=O)Nc3ccccn3)c(C)c2c1 | -6% | ? | 0%
CCc1cc2c3c(c1)/C(=C1/SC(N)=NC1=O)C(=O)N3C(C)(C)C=C2C | -1% | -1% | 6%
COc1cccc(NC(=S)NNC(=O)Cn2nc(C(F)(F)F)cc2C)c1 | 3% | 4% | -4%
O=C(Nc1nnc(SCc2ccccc2F)s1)c1ccco1 | 18% | -4% | 4%
CC(C)(C)c1ccc(/C=N/OCC(=O)NCc2ccccc2)cc1 | -15% | ? | -22%
Cc1cccc(N2CCN(C(=O)c3ccc(N4CCCC4=O)cc3)CC2)c1C | -9% | 12µM* | 9%
Cc1c(C)n(Cc2ccc(F)cc2)c2ccc(C(=O)NCCCN3CCOCC3)cc12 | -19% | ? | -28%
Oc1ccc2cccnc2c1 | 2% | ? | -3%

Source: PubChem (National Center for Advancing Translational Sciences (NCATS))
